# T cruzi HTS – blocks T. cruzi growth inside host cells; intracellular Trypanosoma cruzi in host cells, plate reader; 22,000 tested, 4.9% active; activity score (inhibition), % at 5.01 µM; in the data active means activity score above about 55%;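 further: parasites and compound incubated about four days before reading; 0% = median of neutral control wells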
# INS-1E rescue – rescue of cytokine-induced death in INS-1E beta cells; INS-1E cytokine-induced death, ATP luminescence, 48 h; normalised: neutral wells 0, positive control 100; protection from cytokine-induced ATP loss, % at 10 µM; 20,000 tested, 0.1% active; AID 488910;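 active means mean replicate protection from cytokine-induced ATP loss at least 50% and at least 75% of replicates each reaching 50%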
#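 Material: INS-1E rat cells; Quantity: 8000 cells/well; Buffer or medium: phenol-red-free RPMI with 5% fetal bovine serum; Probe or stimulus: cytokine cocktail of IFN-γ, TNF-α and IL-1β; Compound dosing: single test concentration per compound, delivered by pin transfer; Incubation: 48 h co-treatment, 10 min post-lysis read; Signal: CellTiter-Glo luminescence.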
# * = called active by the depositor; . = no result given. Not a hit list. About 5.3% of those tested had a hit in this group.
SMILES | INS-1E rescue | T cruzi HTS
COc1ccc(NC(=O)N(C)C[C@H]2Oc3ccc(NC(=O)CCN4CCOCC4)cc3C(=O)N([C@H](C)CO)C[C@@H]2C)cc1 | 7.8 | -12.7
Cc1noc(C)c1S(=O)(=O)Nc1ccc2c(c1)C(=O)N([C@@H](C)CO)C[C@H](C)[C@@H](CN(C)C(=O)Nc1ccccc1)O2 | -1.4 | -21.5
COc1ccc(NC(=O)Nc2ccc3c(c2)C(=O)N([C@H](C)CO)C[C@H](C)[C@@H](CN(C)S(C)(=O)=O)O3)cc1 | 6.5 | 5.3
C[C@@H]1CN([C@@H](C)CO)C(=O)c2cccc(NC(=O)Nc3ccc(F)cc3)c2O[C@H]1CN(C)S(=O)(=O)c1cccs1 | 2.6 | 24.8
C[C@@H]1CN([C@H](C)CO)C(=O)Cc2cc(NC(=O)CCC(F)(F)F)ccc2O[C@H]1CN(C)Cc1ccc(C(=O)Nc2ccccc2N)cc1 | -10.0 | 36.2
CNC[C@@H]1OCCCC[C@@H](C)Oc2ccc(NC(=O)Nc3ccc(C(F)(F)F)cc3)cc2C(=O)N([C@H](C)CO)C[C@@H]1C | 9.9 | -3.4
COc1ccc(NC(=O)Nc2cccc3c2O[C@H](CN(C)S(=O)(=O)c2cccs2)[C@H](C)CN([C@H](C)CO)C3=O)cc1 | -8.3 | 1.3
C[C@H](CO)N1C[C@H](C)[C@@H](CN(C)S(=O)(=O)c2cn(C)cn2)OCc2cn(nn2)CCCC1=O | . | -15.7
COc1ccc(NC(=O)Nc2ccc3c(c2)C(=O)N([C@@H](C)CO)C[C@H](C)[C@H](CN(C)Cc2ccc(-c4ccccc4)cc2)O3)cc1 | . | 4.7
COC(=O)c1ccc(/C=N/NC(=O)c2cccc(C(=O)NO)c2)cc1 | -11.7 | -12.2
C[C@H](CO)N1C[C@H](C)[C@H](CN(C)Cc2ccncc2)Oc2ncc(C#Cc3ccccc3)cc2C1=O | . | 24.5
C[C@@H]1CN([C@H](C)CO)C(=O)c2cc(NS(C)(=O)=O)ccc2O[C@@H]1CN(C)C(=O)Nc1ccc(F)cc1 | -2.4 | 4.8
C[C@H](CO)N1C[C@H](C)[C@H](CN(C)C(=O)NC2CCCCC2)Oc2c(NC(=O)Nc3ccccc3)cccc2C1=O | -3.0 | 14.9
C[C@@H]1CN([C@@H](C)CO)C(=O)c2cccc(NC(=O)C3CCOCC3)c2O[C@H]1CN(C)C(=O)NC1CCCCC1 | 1.5 | 2.5
C[C@@H]1CN([C@H](C)CO)C(=O)c2cc(NC(=O)Cc3ccccc3)ccc2O[C@H]1CN(C)S(=O)(=O)c1cn(C)cn1 | -16.6 | -4.0
C[C@H](CO)N1C[C@H](C)[C@H](CN(C)S(=O)(=O)c2cccs2)Oc2c(NS(=O)(=O)c3ccc(F)cc3)cccc2C1=O | 4.9 | 9.7
CC(C)NC(=O)N(C)C[C@@H]1Oc2c(NC(=O)CCCCCC(=O)Nc3ccccc3N)cccc2C(=O)N([C@@H](C)CO)C[C@H]1C | 6.9 | -31.6
C[C@H](CO)N1C[C@H](C)[C@H](CN(C)C(=O)Nc2ccc(F)cc2)Oc2ccc(NC(=O)Nc3cccc4ccccc34)cc2C1=O | -13.2 | 19.6
Cc1ccc(S(=O)(=O)N(C)C[C@@H]2Oc3ccc(NC(=O)C4CC4)cc3C(=O)N([C@H](C)CO)C[C@H]2C)cc1 | 1.5 | -2.8
C[C@H](CO)N1C[C@H](C)[C@H](CN(C)C(=O)Nc2ccc(C(F)(F)F)cc2)Oc2ccc(NS(=O)(=O)c3cn(C)cn3)cc2CC1=O | 19.0 | -27.2
COc1ccc(S(=O)(=O)Nc2ccc3c(c2)CC(=O)N([C@@H](C)CO)C[C@H](C)[C@@H](CN(C)S(=O)(=O)c2ccc(Cl)cc2)O3)cc1 | 1.8 | 14.1
C[C@@H]1CN([C@H](C)CO)C(=O)c2cccc(NC(=O)c3cnccn3)c2O[C@@H]1CN(C)C(=O)NC1CCCCC1 | 9.1 | -28.1
Cc1noc(C)c1NC(=O)Nc1ccc2c(c1)C(=O)N([C@H](C)CO)C[C@H](C)[C@H](CN(C)CC1CCCCC1)O2 | . | -9.8
COC(=O)N(C)C[C@H]1OCc2cnnn2CCCC(=O)N([C@@H](C)CO)C[C@H]1C | . | -5.7
C[C@@H]1CCCCO[C@H](CN(C)Cc2ccncc2)[C@@H](C)CN([C@H](C)CO)C(=O)c2cc(NC(=O)c3ccccc3)ccc2O1 | -7.6 | -9.3
COc1ccc(C#Cc2cnc3c(c2)C(=O)N([C@H](C)CO)C[C@H](C)[C@H](CN(C)C(=O)Nc2c(C)noc2C)O3)cc1OC | . | -1.8
COc1ccc(CN(C)C[C@H]2Oc3ccc(NS(=O)(=O)c4cccs4)cc3CC(=O)N([C@@H](C)CO)C[C@H]2C)cc1 | 7.3 | 10.4
Cc1ccc(S(=O)(=O)Nc2cccc3c2O[C@H](CN(C)Cc2ccccc2)[C@H](C)CN([C@@H](C)CO)C3=O)cc1 | -10.3 | -30.8
C[C@H](CO)N1C[C@H](C)[C@@H](CN(C)C(=O)NC2CCCCC2)Oc2c(NC(=O)CCCCCC(=O)Nc3ccccc3N)cccc2C1=O | 5.6 | -23.0
C[C@H](CO)N1C[C@H](C)[C@@H](CN(C)C(=O)NC2CCCCC2)Oc2c(NC(=O)C3CCOCC3)cccc2C1=O | 9.3 | 36.2
C[C@@H]1CN([C@@H](C)CO)C(=O)Cc2cc(NC(=O)Nc3ccc4c(c3)OCO4)ccc2O[C@@H]1CN(C)S(=O)(=O)c1ccccc1 | -3.2 | -6.3
CCn1c2ccccc2c2cc(/C=N/NC(=O)c3ccccn3)ccc21 | -5.5 | 30.0
C[C@@H]1CN([C@H](C)CO)C(=O)Cc2cc(NC(=O)C3CC3)ccc2O[C@@H]1CN(C)S(=O)(=O)c1cn(C)cn1 | 13.8 | -22.0
COc1ccc(S(=O)(=O)N(C)C[C@H]2Oc3c(NC(=O)NC4CCCCC4)cccc3C(=O)N([C@H](C)CO)C[C@@H]2C)cc1 | 3.9 | -0.7
C[C@@H]1CN([C@@H](C)CO)C(=O)c2cccc(NC(=O)c3nc4ccccc4s3)c2O[C@H]1CN(C)Cc1ccccc1 | -13.7 | 37.0
COc1ccc(S(=O)(=O)N(C)C[C@H]2Oc3c(NS(C)(=O)=O)cccc3C(=O)N([C@@H](C)CO)C[C@H]2C)cc1 | -0.6 | 43.0
C[C@@H]1CN([C@H](C)CO)C(=O)Cc2cc(NC(=O)Nc3cccc4ccccc34)ccc2O[C@@H]1CN(C)Cc1ccc(C(=O)O)cc1 | 5.5 | -16.0
C[C@H](CO)N1C[C@H](C)[C@@H](CN(C)Cc2ccc(Cl)c(Cl)c2)Oc2c(NC(=O)Nc3ccccc3)cccc2C1=O | -12.6 | 21.5
C[C@H]1CN([C@@H](C)CO)C(=O)Cc2cc(NC(=O)C3CCCCC3)ccc2O[C@H]1CN(C)Cc1ccc(Cl)c(Cl)c1 | -2.8 | 21.6
Cc1noc(C)c1NC(=O)N(C)C[C@@H]1Oc2ccc(NC(=O)Nc3ccccc3)cc2C(=O)N([C@@H](C)CO)C[C@@H]1C | -1.5 | -13.7
COc1ccc(NC(=O)N(C)C[C@@H]2Oc3ccc(N(C)C)cc3CC(=O)N([C@H](C)CO)C[C@H]2C)cc1 | 11.8 | -19.6
C[C@H](CO)N1C[C@H](C)[C@@H](CN(C)Cc2ccc(Cl)c(Cl)c2)Oc2c(NS(=O)(=O)c3ccc(Cl)cc3)cccc2C1=O | 12.0 | 10.4
C[C@H]1CN([C@@H](C)CO)C(=O)c2cccc(NC(=O)C3CCCCC3)c2O[C@@H]1CN(C)S(=O)(=O)c1cccs1 | 4.5 | -7.0
C[C@H](CO)N1C[C@H](C)[C@@H](CN(C)C(=O)Nc2ccccc2)Oc2c(NS(=O)(=O)c3cn(C)cn3)cccc2C1=O | 8.2 | -15.8
CC(C)NC(=O)Nc1ccc2c(c1)C(=O)N([C@H](C)CO)C[C@H](C)[C@@H](CN(C)S(=O)(=O)c1ccccc1)OCCCC[C@@H](C)O2 | -0.7 | 8.1
C[C@H](CO)N1C[C@H](C)[C@H](CN(C)C(=O)c2cc(-c3ccccc3)on2)OCc2cnnn2CCCC1=O | . | -4.1
C[C@H]1CN([C@@H](C)CO)C(=O)Cc2cc(NC(=O)CCC(F)(F)F)ccc2O[C@@H]1CN(C)C(=O)Nc1ccccc1 | -3.4 | -11.3
C[C@@H]1CN([C@@H](C)CO)C(=O)c2cccc(NC(=O)CCCCCC(=O)Nc3ccccc3N)c2O[C@@H]1CN(C)C | -0.5 | -26.3
Cc1cc(C(=O)Nc2cccc3c2O[C@H](CN(C)Cc2ccc(Oc4ccccc4)cc2)[C@H](C)CN([C@@H](C)CO)C3=O)n(C)n1 | -22.1 | -8.5
C[C@H](CO)N1C[C@H](C)[C@H](CN(C)CC2CCCCC2)Oc2ccc(NC(=O)Cn3cnnn3)cc2CC1=O | -6.4 | 7.9

# Single records, from the list above.
# COc1ccc(S(=O)(=O)N(C)C[C@H]2Oc3c(NS(C)(=O)=O)cccc3C(=O)N([C@@H](C)CO)C[C@H]2C)cc1 is listed with INS-1E rescue = -0.6; T cruzi HTS = 43.0
# COc1ccc(NC(=O)N(C)C[C@@H]2Oc3ccc(N(C)C)cc3CC(=O)N([C@H](C)CO)C[C@H]2C)cc1 is listed with INS-1E rescue = 11.8; T cruzi HTS = -19.6

# Additional structures follow:
SMILES | INS-1E rescue | T cruzi HTS
C[C@@H]1CN([C@H](C)CO)C(=O)CCCn2nncc2CO[C@@H]1CN(C)S(=O)(=O)c1ccccc1C#N | . | 0.9
COc1ccc(NC(=O)Nc2ccc3c(c2)CC(=O)N([C@@H](C)CO)C[C@H](C)[C@@H](CN(C)C(=O)NC(C)C)O3)cc1 | 3.5 | -6.8
C[C@@H]1CCCCO[C@@H](CN(C)C(=O)NC2CCCCC2)[C@@H](C)CN([C@H](C)CO)C(=O)c2cc(NS(=O)(=O)c3ccc(F)cc3)ccc2O1 | -3.0 | 6.7
C[C@@H]1CN([C@H](C)CO)C(=O)c2cc(NC(=O)Nc3ccc(F)cc3)ccc2O[C@@H]1CN(C)C(=O)Nc1ccc(F)cc1 | -7.5 | -2.8
C[C@@H]1CN([C@@H](C)CO)C(=O)Cc2cc(NC(=O)CCN3CCOCC3)ccc2O[C@@H]1CN(C)Cc1ccc(C(=O)Nc2ccccc2N)cc1 | -11.5 | 32.0
Cc1noc(C)c1NC(=O)Nc1ccc2c(c1)C(=O)N([C@H](C)CO)C[C@H](C)[C@@H](CN(C)C(=O)Nc1ccc(C(F)(F)F)cc1)O2 | 3.5 | -32.4
C[C@@H]1CN([C@@H](C)CO)C(=O)CCCn2nncc2CO[C@H]1CN(C)Cc1ccc(O)cc1 | 1.7 | -9.6
CNC[C@@H]1Oc2ccc(NC(=O)Nc3ccc(C(F)(F)F)cc3)cc2CC(=O)N([C@@H](C)CO)C[C@@H]1C | 2.1 | -14.8
Cc1noc(C)c1NC(=O)Nc1ccc2c(c1)CC(=O)N([C@@H](C)CO)C[C@H](C)[C@H](CN(C)Cc1ccc(Oc3ccccc3)cc1)O2 | -32.7 | -5.6
C[C@@H]1CN([C@H](C)CO)C(=O)c2cccc(N(C)C)c2O[C@H]1CN(C)Cc1ccc(Cl)c(Cl)c1 | -29.2 | 43.8
C[C@@H]1CCCCO[C@@H](CN(C)S(C)(=O)=O)[C@@H](C)CN([C@H](C)CO)C(=O)c2cc(NC(=O)Cc3ccccc3)ccc2O1 | 6.6 | -27.0
C[C@H]1CN([C@@H](C)CO)C(=O)c2cccc(NC(=O)NC3CCCCC3)c2O[C@H]1CN(C)C(=O)Nc1ccc(C(F)(F)F)cc1 | -26.6 | 44.5
Cc1cc(C(=O)Nc2cccc3c2O[C@H](CN(C)C(=O)Nc2c(C)noc2C)[C@@H](C)CN([C@H](C)CO)C3=O)n(C)n1 | 7.1 | 29.0
COc1ccc(NC(=O)N(C)C[C@H]2Oc3c(NC(=O)Nc4cccc5ccccc45)cccc3C(=O)N([C@H](C)CO)C[C@H]2C)cc1 | -2.9 | -21.0
COc1ccc(CN(C)C[C@H]2OCc3cnnn3CCCC(=O)N([C@@H](C)CO)C[C@H]2C)cc1 | . | -25.1
C[C@H]1CN([C@@H](C)CO)C(=O)c2cccc(NS(=O)(=O)c3cn(C)cn3)c2O[C@@H]1CN(C)C(=O)NC1CCCCC1 | 9.7 | -13.4
C[C@H](CO)N1C[C@H](C)[C@@H](CN(C)S(=O)(=O)c2cccs2)Oc2c(NC(=O)c3nc4ccccc4s3)cccc2C1=O | -6.3 | 57.1*
C[C@H]1CN([C@@H](C)CO)C(=O)Cc2cc(NS(=O)(=O)c3ccccc3)ccc2O[C@H]1CN(C)C | 10.8 | -29.1
C[C@@H]1CN([C@H](C)CO)C(=O)Cc2cc(NC(=O)Cc3ccccc3)ccc2O[C@@H]1CN(C)C(=O)Nc1ccc2c(c1)OCO2 | 15.6 | -10.3
C[C@@H]1CN([C@H](C)CO)C(=O)Cc2cc(NC(=O)Nc3ccccc3)ccc2O[C@H]1CN(C)Cc1ccc(Cl)c(Cl)c1 | -20.0 | -12.6
C[C@H]1CN([C@@H](C)CO)C(=O)Cc2cc(NC(=O)C3CC3)ccc2O[C@@H]1CN(C)Cc1ccc(Oc2ccccc2)cc1 | -0.9 | 41.7
Cc1cc(C(=O)Nc2cccc3c2O[C@@H](CN(C)Cc2ccccc2)[C@@H](C)CN([C@H](C)CO)C3=O)n(C)n1 | 5.0 | 4.1

# Screens from PubChem BioAssay.
